Ba/F3 V617F tox – loss of viability in JAK2V617F-driven Ba/F3 cells. 220,000 compounds, 1.1% hits. inhibition, % at 5.6 µM. Ba/F3 EpoR-JAK2V617F viability, ATP luminescence. AID 1446;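 active = inhibition above the campaign mean plus 3 SD over all tested compounds, cut at about 24% in these data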;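 note: cytokine-independent growth of Ba/F3 cells driven by EpoR plus mutant JAK2; 0% = DMSO-treated cells and 100% = JAK inhibitor I control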
m-calpain inh – inhibitors of pig calpain II; AID 1236; 220,000 compounds, 0.37% hits; purified calpain II, fluorogenic peptide substrate, 30 min; inhibition, % at 16 µM;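 active = inhibition above about 50%, limit read from the data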
BaF3 tox – parental Ba/F3 viability inhibition as JAK2V617F counter-screen; CellTiter-Glo ATP luminescence; 220,000 compounds, 1.1% hits; inhibition, % at 5.6 µM;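 active = inhibition above a per-campaign cutoff, the mean inhibition of all tested compounds plus 3 SD, cut at about 27% in these data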;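 note: 0% = DMSO wells and 100% = JAK Inhibitor I control wells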
S1P4 ag – activates the human S1P4 receptor | O95977 | S1P4-expressing cell line, agonist reporter assay | activation, % at 4.98 µM | 220,000 compounds, 0.35% hits | AID 1509; in the data active = activation above about 11%;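 note: 0% = DMSO vehicle and 100% = reference agonist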
Target sequence (O95977 whole entry, looked up): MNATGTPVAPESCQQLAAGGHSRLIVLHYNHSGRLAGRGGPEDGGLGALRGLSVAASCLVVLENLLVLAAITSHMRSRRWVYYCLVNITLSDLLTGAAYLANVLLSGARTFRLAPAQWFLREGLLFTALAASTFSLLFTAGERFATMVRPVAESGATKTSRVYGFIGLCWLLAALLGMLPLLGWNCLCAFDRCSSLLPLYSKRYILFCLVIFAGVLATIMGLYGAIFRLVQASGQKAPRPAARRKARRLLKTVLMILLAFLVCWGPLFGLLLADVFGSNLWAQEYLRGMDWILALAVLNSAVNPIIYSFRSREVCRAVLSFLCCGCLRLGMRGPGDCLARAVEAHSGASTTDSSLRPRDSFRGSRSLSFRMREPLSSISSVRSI
EP2 mod – modulators of human EP2 prostaglandin E2 receptor. P43116. AID 940. 260,000 compounds, 0.83% hits. EP2-expressing cells, cAMP HTRF FRET, PGE2 co-stimulation. induction, % at 25 µM;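 active = compounds whose cAMP rise, as percent of the full-agonist control response, exceeds 60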;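 note: rat C6 glioma line stably carrying human EP2 under a CMV promoter; the protocol text gives 20 µM as final concentration; 100% = response of wells given 1 µM PGE2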
Target sequence (P43116 whole entry, looked up): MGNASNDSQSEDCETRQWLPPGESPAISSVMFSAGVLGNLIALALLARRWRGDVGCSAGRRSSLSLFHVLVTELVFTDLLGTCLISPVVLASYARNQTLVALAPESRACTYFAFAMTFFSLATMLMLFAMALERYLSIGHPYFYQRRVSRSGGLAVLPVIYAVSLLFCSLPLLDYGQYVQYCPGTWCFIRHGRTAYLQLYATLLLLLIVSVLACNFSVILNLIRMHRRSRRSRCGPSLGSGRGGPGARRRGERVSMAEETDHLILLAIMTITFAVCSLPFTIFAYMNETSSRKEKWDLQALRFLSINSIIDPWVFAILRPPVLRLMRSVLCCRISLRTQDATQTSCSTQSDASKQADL
zfTRPN1 agonist – agonists of zebrafish TRPN1 channel; HEK293 zebrafish TRPN1-YFP, Fluo-8 calcium fluorescence; 100% = response to 87 µM carbachol; activation, % at 3 µM; 220,000 compounds, 0.18% hits; AID 1424;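 active = activation above its plate's cutoff, the mean activation of test wells on that plate plus 3 SD, cut at about 19% in these data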;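 note: 0% = DMSO alone and 100% = 87 µM carbachol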
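Control set: carbachol 87 µM as high control, DMSO as low control; system: HEK293 stable line with zebrafish TRPN1-YFP; read-out: % activation versus carbachol response; detection: intracellular calcium fluorescence with Fluo-8; doses: single test compound dose, 3 µM nominal, 0.3% DMSO; schedule: dye 1 h 37 °C plus 30 min RT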
S1P4 antagonist – blocks the human S1P4 receptor; O95977; S1P4-expressing cells, antagonist mode, reporter read-out; inhibition, % at 4.98 µM; 220,000 compounds, 0.26% hits; AID 1510; in the data active = inhibition above about 29%;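 note: 0% = wells stimulated with agonist and 100% = vehicle wells without agonist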
PERK inh – inhibitors of human PERK kinase. Q9NZJ5. CHO PERK-DD fusion, SEAP luminescence translation reporter. inhibition, % at 5.6 µM. 220,000 compounds, 0.17% hits;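 active = inhibition above the mean inhibition of all tested compounds plus 3 SD, set separately per screening campaign, cut at about 2.9% in these data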;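 note: PERK kinase domain activated by AP20187 dimerizer at 100 nM; 0% = DMSO with dimerizer and 100% = rapamycin at 8.4 µM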
TRPML3 ag – human mucolipin-3 channel agonism | HEK293 TRPML3-YFP, Fluo-8 calcium fluorescence; 100% = the carbachol control signal | AID 1448 | activation, % at 3 µM | Q8TDD5 | 220,000 compounds, 0.29% hits;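 active = activation above its plate's cutoff, the mean activation of the plate's test wells plus 3 SD, cut at about 12% in these data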;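 note: 0% = DMSO only wells and 100% = carbachol wells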
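Test system – HEK293 line with stable expression of human TRPML3-YFP channel · Control set – carbachol 87 µM final as high control (100%), DMSO as low control (0%) · Signal – Fluo-8 calcium dye fluorescence, ex 470-495, em 515-575 nm · Incubation – 1-h 37 °C dye load, 5-s basal, 120-s post-compound reads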
An asterisk follows results filed as active; x = no result given; & = joins results of further samples.

Every second line gives: Ba/F3 V617F tox	m-calpain inh	BaF3 tox	S1P4 ag	EP2 mod	zfTRPN1 agonist	S1P4 antagonist	PERK inh	TRPML3 ag
- Cc1ccc2ncnc(NCCCCCC(=O)O)c2c1
  4	9	2	0.4	3	0.3	-22	0.0	0.9
- Cc1[nH]n(-c2ccccc2)c(=O)c1C1(C(F)(F)F)C(=O)N(c2ccccc2)C2=C1C(=O)CC(C)(C)C2 (stereo not given)
  5	-4	7	2.3	26	0.6	0	0.0	0.4
- O=C(CCCOc1ccccc1)N1CCN(C(=O)c2ccco2)CC1
  2	9	2	1.7	10&-35	1.0	-4	-0.2	0.7
- CSc1ncc(F)c(N(CCO)CCO)n1
  0	7	6	-0.8	26	1.3	-13	1.9	0.7
- CC(=O)c1c(O)cc2n(c1=O)-c1ccc(Cl)cc1C2(C)C
  -4	2	3	0.5	41	0.2	-25	0.0	0.1
- O=C(N/N=C/c1cn(-c2ccccc2)nc1-c1ccc(F)cc1)c1ccc(Br)o1
  3	9	2	1.5	-11	0.1	-28	-0.4	-0.1
- Cc1ccc(-c2nn(C)c(=O)c3ccccc23)cc1S(=O)(=O)NCCN1CCOCC1
  3	-7	6	-1.0	-6	0.5	10	-0.2	0.8
- CCc1cccc(CC)c1NC(=O)c1ccccc1
  5	-12	11	-0.4	19	-1.3	-6	-0.2	0.0
- CCCC(C)C1C(C#N)=C(N)Oc2cc(C)oc(=O)c21 (stereo not given)
  -1	x	3	1.2	x	-0.4	-1	0.5	0.5
- CCCCOc1ccc(N=Nc2ccc(N)nc2N)cn1
  -3	3	0	0.4	-55	0.2	-4	0.2	0.2
- Cc1ncc(C[n+]2csc(C)c2C)c(N)n1
  2	-33	6	-1.4	11	0.0	11	-0.1	0.5
- Cc1ccnc2nc(C(=O)OCC(=O)NC(=O)NCc3ccco3)nn12
  2	7	1	2.1	27	1.3	-26	1.2	0.9
- COc1cccc(/C=C/C(=O)N2CCN(c3n[nH]c(=O)[nH]c3=O)CC2)c1OC
  3	-22	2	-1.8	32	0.9	-5	-0.6	1.1
- COc1ccc(CCNC(=O)/C=C\c2ccccc2)cc1OC
  2	14	7	1.4	-61	1.6	-3	-0.4	0.3
- CCOC(=O)c1cccc(NC(=O)c2cncc(Br)c2)c1
  0	7	1	0.0	-35	-0.7	-5	0.1	0.4
- O=C(CCSc1ccccc1)OCn1nnc2ccccc2c1=O
  1	11	8	-0.9	-16	0.0	-6	1.4	1.1
- CS(=O)(=O)N(CC(=O)N1CCC(C(N)=O)CC1)c1cc(C(F)(F)F)ccc1Cl
  3	16	3	2.5	1	-0.5	-8	0.7	0.4
- COc1ccc(CCNC(=O)CSc2nc3[nH]ncc3c(=O)n2-c2ccc(Br)cc2)cc1OC
  -2	-15	9	1.0	-24	0.5	7	0.2	0.0
- COc1ccc(N2C(=O)C3CCCN3C2c2cc(OC)c(OC)c(OC)c2)cc1 (stereo not given)
  -2	11	2	3.7	-17	-0.2	-21	0.1	0.5
- O=S1(=O)CCC(N=Cc2cc(Br)ccc2O)C1 (stereo not given)
  -3	32	0	0.1	60	0.8	0	0.7	0.1
- CCOc1ccccc1NC(=O)Cn1c(=O)sc2ccccc21
  0	-17	7	-0.6	9	-2.1	-5	0.0	0.5
- COc1ccccc1N1CCN(C(=O)/C=C/c2c(Cl)nc3ccccn23)CC1
  4	1	3	2.5	-20	1.8	-10	0.2	1.2
- Cc1ccc(N=CNc2ccc(C)cc2C)c(C)c1
  2	7	2	0.5	-13	1.0	-23	1.2	0.1
- Cc1ccc2nc(-c3ccc(NC(=O)COC(=O)c4ccc(=O)[nH]c4)cc3)sc2c1
  5	-118	8	0.2	-26	1.1	-4	-0.5	0.8
- CCOc1cc2c(cc1/C=C/C(=O)O)OC(C)C2 (stereo not given)
  -1	-317	-7	0.4	9	2.9	-9	2.1	1.2
- NNc1nc2sc3c(c2c(=O)n1C1CCCCC1)CCN(Cc1ccccc1)C3
  -5	6	2	-0.1	-21	4.1	-3	-1.0	1.3
- Cc1ccc(NC(=O)COC(=O)Cc2ccsc2)cc1S(=O)(=O)N1CCOCC1
  -1	6	7	2.2	-26	2.1	-11	1.0	0.9
- Cc1occc1C(=O)NC1CCCc2ccccc21 (stereo not given)
  1	-32	7	1.8	20	-0.8	2	0.3	-0.6
- O=C(COC(=O)[C@H](Cc1c[nH]c2ccccc12)NC(=O)c1ccc(Cl)cc1)Nc1ccc2c(c1)OCO2
  1	-32	4	0.6	-20	-1.9	0	-0.5	0.2
- COC(=O)C1=C(N)Oc2cc(C)[nH]c(=O)c2C1c1ccc(Cl)cc1 (stereo not given)
  1	1	-2	-0.8	2	-0.7	0	0.5	-0.8

More compounds
Every second line gives: Ba/F3 V617F tox	m-calpain inh	BaF3 tox	S1P4 ag	EP2 mod	zfTRPN1 agonist	S1P4 antagonist	PERK inh	TRPML3 ag
- Cc1ccc(S(=O)(=O)NC2c3cccc4cccc(c34)C2Sc2n[nH]c(N)n2)cc1 (stereo not given)
  5	-3	10	-0.8	14	-0.5	4	-0.9	-0.3
- CCCCOC(=O)Nc1ccccc1C(=O)OC
  1	14	-2	0.0	12	0.8	-6	0.4	0.5
- COc1ccc(N2C(=O)C(CC(=O)Nc3ccccc3)N(Cc3cccs3)C2=O)cc1 (stereo not given)
  -1	-9	-4	2.0	9	1.3	2	0.3	1.4
- O=C(NNc1nc2c(F)cccc2s1)C1COc2ccccc2O1 (stereo not given)
  -1	-8	3	0.5	-24	-1.6	15	0.2	0.0
- CC(=O)Nc1ccc(S(=O)(=O)Nc2ccc(NC(=O)c3ccco3)cc2)cc1
  -2	-10	2	0.9	-9	0.3	-3	0.1	0.7
- COc1ccc(NS(=O)(=O)c2ccc(-c3n[nH]c(=S)n3Cc3ccccc3)cc2)cc1
  -2	-8	2	1.8	-6	0.5	-10	-0.7	-0.4
- COc1ccc(-c2ccc(Nc3ccc(C(=O)N4CCOCC4)cc3)nn2)cc1OC
  5	-1	11	0.5	-33&-3	1.0	-12	-1.2	-0.2
- O=C1SC(Cc2ccccc2)C(=O)N1c1ccccc1 (stereo not given)
  -3	3	0	0.4	3	-1.8	-12	0.6	-0.5
- COC(=O)C1=C(C)OC(N)=C(C#N)C1c1c(C)nn(C)c1C (stereo not given)
  0	-7	3	0.8	19	0.2	-21	0.9	1.4
- O=C(c1cccc(F)c1)N1CCN(CC2CC3C=CC2C3)CC1 (stereo not given)
  3	-23	3	1.8	-7	0.1	-6	1.2	0.9
- CCCS(=O)(=O)N1CCN=C1SCc1cccc2ccccc12
  1	-22	1	1.6	-30	-1.0	-7	0.3	0.0
- O=S(=O)(Nc1nccs1)c1ccc(Nc2nnc(-c3ccccc3)c3ccccc23)cc1
  -6	4	1	-1.5	5	-1.4	8	1.1	0.0
- O=C(C1=C[C@H](c2ccc3c(c2)OCO3)C[C@H](OCCCCO)O1)N1CCN(Cc2ccc3c(c2)OCO3)CC1
  8	5	-1	0.7	-16	-0.8	-8	-0.8	-0.1
- COc1ccc(CC2(CO)CCN(Cc3cnn(-c4ccc(F)cc4)c3)CC2)cc1
  2	1	13	-0.2	-59	11	-16	-0.2	3.1
- CN(Cc1cn[nH]c1-c1ccc(-c2ccccc2)cc1)CC1CCOCC1
  1	-6	1	1.9	-5	1.0	-5	-0.8	1.1
- CCOc1ccc2[nH]c3c(=O)n(CCC4=CCCCC4)cnc3c2c1
  6	-75	2	1.4	-15	-1.8	3	-0.1	-1.1
- COc1ccc(C(=O)CSc2nc(SC)ns2)cc1OC
  -1	-25	0	1.3	20	-0.1	-24	-0.5	-0.2
- CCn1c(Cc2ccccc2)nnc1SCc1ccc([N+](=O)[O-])cc1
  -8	19	4	-2.5	-31	-2.1	-18	0.1	-0.4
- CCNS(=O)(=O)c1ccc(CCC(=O)NCc2ccccc2)cc1
  0	-21	10	0.4	1	-0.3	1	2.4	0.6
- Cc1nc(SCC(=O)N2CCN(C(=O)c3ccco3)CC2)c2c(C)c(C)sc2n1
  -2	-16	3	0.6	3	0.1	-6	-0.7	-0.3
- COC(=O)c1c(-c2cccs2)csc1NC(=O)CSc1ncnc2sc(C)c(C)c12
  -5	-6	2	-3.2	37	-0.3	-15	1.5	0.0
- Cc1ccccc1Oc1cc(-n2ncc(Cl)c(Cl)c2=O)ncn1
  34*	-57	9	0.6	-59	-1.5	-7	0.7	0.3
- COC(CSc1ncnc2c1oc1nc3c(cc12)COC(C)(C)C3)OC
  -3	7	1	0.2	1	1.1	4	1.6	1.6
- O=C(N/N=C/c1ccccn1)c1cccc(S(=O)(=O)Nc2ccccc2Cl)c1
  2	-18	7	0.4	-4	1.9	-4	0.4	0.3
- Cc1ccc(S(=O)(=O)N(C)C)cc1NC(=O)COC(=O)/C=C/c1ccc2c(c1)OCO2
  -3	-45	2	-0.3	-29	-0.8	-1	-0.1	1.3
- Cc1ccc(S(=O)(=O)N2CCC(C(=O)C3C(=O)CCCC3=O)CC2)cc1
  4	-19	5	-0.5	17	1.1	-2	-0.6	0.2
- COc1ccccc1NC(=O)NCC(=O)Nc1c(C)cccc1C
  0	-25	0	0.7	-2	0.2	-8	0.1	-0.4
- CCOc1ccc(N2C(=O)CC(NCCNc3ccc([N+](=O)[O-])cn3)C2=O)cc1 (stereo not given)
  -5	18	3	-0.3	-61	-2.2	5	1.5	-0.1

Rewritten tab-delimited: 2 of the compounds above
Molecule	Ba/F3 V617F tox	m-calpain inh	BaF3 tox	S1P4 ag	EP2 mod	zfTRPN1 agonist	S1P4 antagonist	PERK inh	TRPML3 ag
CN(Cc1cn[nH]c1-c1ccc(-c2ccccc2)cc1)CC1CCOCC1	1	-6	1	1.9	-5	1.0	-5	-0.8	1.1
CCOc1ccc2[nH]c3c(=O)n(CCC4=CCCCC4)cnc3c2c1	6	-75	2	1.4	-15	-1.8	3	-0.1	-1.1
